HUVEC prolif 384 – blocks proliferation of human endothelial cells; HUVEC proliferation, CellTiter-Glo luminescence, 72 h; stronger effect = lower value; viability, % at 10 µM (by protocol); hit rate 1.1% among 86,000;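 active = viability at or below 30%; inactive = viability above 30%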;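 also: 100% = median luminescence of DMSO-only cell control wells on each plate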
ERa coact pot – enhances coactivator binding to human estrogen receptor alpha | TR-FRET ERalpha-LBD/SRC-Cy5 coactivator binding, 2 h; 100 = basal binding, no effect | coactivator binding (% of control), % at 25.6 µM | hit rate 1.3% among 86,000 | AID 639; in the data active = activity above about 200%;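 also: binding measured in presence of low estradiol as agonist stimulus; 0% = peptide alone without receptor and 100% = receptor with peptide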
Target sequence (P03372 whole entry, looked up, the tested form may be a part): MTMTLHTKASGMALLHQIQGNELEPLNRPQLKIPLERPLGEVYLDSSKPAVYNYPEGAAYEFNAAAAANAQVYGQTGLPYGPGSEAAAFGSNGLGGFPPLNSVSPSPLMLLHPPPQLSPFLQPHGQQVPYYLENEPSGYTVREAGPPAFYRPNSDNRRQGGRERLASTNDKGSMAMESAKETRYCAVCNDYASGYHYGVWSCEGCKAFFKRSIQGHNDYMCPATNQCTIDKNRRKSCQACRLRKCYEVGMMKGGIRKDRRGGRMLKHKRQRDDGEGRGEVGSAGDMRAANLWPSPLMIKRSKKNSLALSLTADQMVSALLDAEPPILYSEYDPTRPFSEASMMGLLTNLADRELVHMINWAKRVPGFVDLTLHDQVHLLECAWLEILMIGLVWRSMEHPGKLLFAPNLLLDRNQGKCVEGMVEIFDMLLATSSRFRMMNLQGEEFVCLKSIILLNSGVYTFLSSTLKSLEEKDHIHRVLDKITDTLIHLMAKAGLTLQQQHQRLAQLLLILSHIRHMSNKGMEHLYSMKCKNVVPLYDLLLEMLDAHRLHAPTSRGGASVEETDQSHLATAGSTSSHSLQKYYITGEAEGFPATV
CYP2C19 activ – cytochrome P450 2C19 (human) activation. P33261. recombinant CYP2C19, luciferin-H EGE luminescence; stronger effect = higher value; 0 = fully inhibited enzyme, 1 = untreated enzyme. activation factor at 5 µM. 96,000 tested, under 10 active. AID 1025;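 active = activation factor of at least 2 at 5 µM in the primary screen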;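 also: 0 = wells with 2.5 mM tranylcypromine and 1 = vehicle-only wells; values of inactives mirror those of a sister screen read the other way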
Target sequence (P33261 whole entry, looked up): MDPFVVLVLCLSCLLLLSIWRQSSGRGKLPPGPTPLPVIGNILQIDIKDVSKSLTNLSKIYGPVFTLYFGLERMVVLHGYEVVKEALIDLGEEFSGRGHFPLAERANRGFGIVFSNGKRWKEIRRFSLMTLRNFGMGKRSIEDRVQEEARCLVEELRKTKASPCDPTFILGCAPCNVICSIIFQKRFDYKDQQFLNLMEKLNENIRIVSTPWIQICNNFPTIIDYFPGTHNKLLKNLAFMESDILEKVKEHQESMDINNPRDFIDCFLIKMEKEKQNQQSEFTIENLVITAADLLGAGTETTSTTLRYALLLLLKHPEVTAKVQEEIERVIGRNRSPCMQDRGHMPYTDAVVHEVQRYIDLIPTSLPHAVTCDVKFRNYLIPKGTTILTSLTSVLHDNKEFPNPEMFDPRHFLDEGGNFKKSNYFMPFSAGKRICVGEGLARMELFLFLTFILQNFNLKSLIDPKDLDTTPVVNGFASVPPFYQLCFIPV
Lung fibro prol – blocks proliferation of human lung fibroblasts | LL 47 human lung fibroblast viability, ATP luminescence; stronger effect = lower value | viability, % at 10 µM | hit rate 1.1% among 85,000 | AID 719;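 active = viability at or below 50% in the single dose screen; inactive = viability above 50%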;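 also: compound exposure lasted 72 h before the ATP readout; 100% = median luminescence of untreated cell-only wells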
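Material: Human LL 47 lung fibroblast cells | Input: 1,150 cells/well | Buffer or medium: IMEM plus 15% FBS | Compound dosing: 0.1% DMSO in all compound wells | Times: Overnight cell rest, 72 h compound treatment at 37 °C | Signal: CellTiter-Glo luminescence measuring cellular ATP | Measure: % viability versus median cells-only luminescence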
CYP2C19 inh – human CYP2C19 inhibition; hit rate 21% among 96,000; CYP2C19 Supersomes, luciferin-H EGE luminescence, 30 min; P33261; inhibition, % at 5 µM; AID 778;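 active = CYP2C19 inhibition above a set limit at 5 µM in the primary screen, cut at about 50% in these data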;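 also: plate controls were negative control wells for no effect and 2.5 mM tranylcypromine positive control for full effect; values of inactives mirror those of a sister screen read the other way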
Mac1 fbg enh – CD11b/CD18-fibrinogen binding enhancement; K562 CD11b/CD18 adhesion to fibrinogen, ATPlite luminescence; P05107+P11215; hit rate 0.07% among 93,000; activation, % at 10 µM; AID 1499;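 active = 10 µM primary screen giving 50% or more activity, confirmed by 40% or more on retest at that dose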; also: strong numbers were not always called active
H69AR growth 86K – growth inhibitors of human H69AR lung tumor cells | H69AR lung tumor viability, ATP luminescence, 72 h; stronger effect = lower value | viability, % at 10 µM | hit rate 6% among 85,000 | AID 598;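 active = viability at or below 40%; inactive = viability above 40%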;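 also: multidrug resistant small cell line overexpressing MRP-1 efflux transporter; 100% = mean luminescence of untreated control wells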
ERa coact inh – ER-alpha (human) coactivator binding inhibition. P03372. inhibition, % at 25.6 µM. AID 629. hit rate 1.7% among 86,000. TR-FRET ER-alpha LBD / SRC-1 peptide, estradiol-bound; in the data active = inhibition above about 50%;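 also: 0% = receptor plus peptide control and 100% = peptide only without receptor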
CD11b adhes inh – blocks human CD11b/CD18 adhesion to fibrinogen | P05107+P11215 | K562 CD11b/CD18 adhesion to fibrinogen, ATPlite luminescence; Mn2+ added to activate the integrin | inhibition, % at 10 µM | hit rate 0.54% among 93,000;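 active = primary inhibition of 50% or more at 10 µM, then 40% or more on retest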; also: some results filed as inactive read as strong as hits
* = called active by the depositor; · = not tested or not shown; [ ] = remark or other dose.

SMILES | HUVEC prolif 384 | ERa coact pot | CYP2C19 activ | Lung fibro prol | CYP2C19 inh | Mac1 fbg enh | H69AR growth 86K | ERa coact inh | CD11b adhes inh
COc1ccc(-c2noc(CCC(=O)NCc3cccnc3)n2)cc1 | 90 | 125 | 0.5 | 90 | 50* | -4 | 96 | 1 | 4
CCOC(=O)c1sc(NC(=O)CSc2n[nH]c(-c3ccncc3)n2)c(C#N)c1C | 47 | 59 | 1 | 98 | 4 | -4 | 19* | 18[fluorescence artefact?] | 38
Cc1ccccc1-c1nnc(SCC(=O)Nc2ccc(Cl)cc2)n1N | 94 | 114 | 0.5 | 103 | 54* | 1 | 100 | 6 | 5
Cn1c(C(=O)NC2CC2)cc2c(=O)n(C)c3ccccc3c21 | 87 | 126 | 1.2 | 101 | -19 | -2 | 64 | -15 | 5
CCOC(=O)Cc1cnc(NC(=O)NC(C(=O)OCC)(c2ccccc2)C(F)(F)F)s1 (stereo not drawn) | 95 | 101 | 0.5 | 94 | 53* | 6 | 92 | -27 | -12
CCOc1ccc(NC(=O)C(C)Sc2nnnn2C)cc1 (stereo not drawn) | 97 | 93 | 0.9 | 100 | 5 | 2 | 102 | 8 | -10
O=C(Cc1cccs1)N1CCN(c2ccccn2)CC1 | 100 | 127 | 0.5 | 98 | 52* | -1 | 65 | -4 | 2
CCOc1cc(NC(=O)c2cccs2)c(OCC)cc1NC(=O)c1ccco1 | 85 | 75 | 0.9 | 96 | 8 | -4 | 90 | 8 | -4
CCOC(=O)N1CCN(CCC(=O)Nc2ccc(Br)cc2)CC1 | 96 | 90 | 0.1 | 102 | 92* | -2 | 92 | -7 | 2
CCOC(=O)CCCNC(=O)CN1C(=O)NC(CCc2ccccc2)C1=O (stereo not drawn) | 99 | 114 | 1 | 85 | -3 | -4 | 89 | -9 | 0
CCCN(CCC)C(=O)Cn1c(=O)n(CCCCC(=O)NCc2ccco2)c(=O)c2ccccc21 | 88 | 114[fluorescence artefact?] | 0.7 | 95 | 30 | 0 | 83 | -1[fluorescence artefact?] | -2
Cc1ccnn2c(-c3ccccc3)c3c(=O)n(C)c(=O)n(C)c3c12 | 87 | 98[fluorescence artefact?] | 1.2 | 92 | -23 | -6 | 92 | -8[fluorescence artefact?] | -4
Cc1ccccc1NC(=O)c1sc2nc3c(c(-c4ccco4)c2c1N)CCC3 | 102 | 101 | 1 | 95 | -4 | 3 | 80 | -3 | 14
Cc1noc(C)c1C(=O)OC(C(=O)NC1CCCC1)c1ccc(F)cc1 (stereo not drawn) | 103 | 114[fluorescence artefact?] | 0.6 | 97 | 37 | -1 | 99 | -4 | 14
CCCCNC(=O)Nc1ccccn1 | 100 | 97 | 0.8 | 100 | 16 | 0 | 93 | -3[fluorescence artefact?] | -4
CC1CCN(S(=O)(=O)c2ccc(NC(=O)Cc3cccs3)cc2)CC1 | 102 | 57[fluorescence artefact?] | 0.8 | 99 | 22 | 0 | 86 | 74* | 3
COc1ccc(-c2nnc3n2C(C)(C)Cc2cc(OC)c(OC)cc2-3)cc1 | · | · | 0.9 | · | 13 | 1 | · | · | -10
CC1CN(Cc2nc3c(c(=O)n(C)c(=O)n3C)n2CCc2ccccc2)CC(C)O1 (stereo not drawn) | 101 | 112 | · | 96 | · | · | 78 | 2 | ·
COCCCNC(=O)CCNS(=O)(=O)c1ccc(C)cc1 | 92 | 88 | 0.9 | 96 | 5 | -5 | 91 | 11[fluorescence artefact?] | -5
CC(C)COc1ccc(C(=O)OCCN2CCOCC2)c(O)c1 | · | · | 1 | · | 4 | 0 | · | · | 7
COc1ccc(S(=O)(=O)N2CCCCCC2)cc1C(=O)OCC(=O)NC(N)=O | 92 | 91 | 0.9 | 102 | 10 | -1 | 89 | -6 | -13
Cc1cc(C)nc(SC(C)C(=O)N/N=C/c2cccs2)n1 (stereo not drawn) | · | · | 0.8 | · | 21 | -2 | · | · | 1
OC(CNCCc1ccc(Cl)cc1)COCc1ccco1 (stereo not drawn) | 82 | 92 | 0.9 | 94 | 8 | -4 | 89 | -12 | -20
COc1ccc2cc(C(=O)c3ccccc3)c(=O)oc2c1 | 91 | 69[fluorescence artefact?] | 0.1 | 95 | 92* | -4 | 101 | -3 | -3
CCn1c(=O)c(C(=O)NC(C)C)c(O)c2ccccc21 | 106 | 92 | 1.1 | 90 | -6 | 0 | 87 | 7[fluorescence artefact?] | -11

Part of the list above, tab-delimited.
smiles	HUVEC prolif 384	ERa coact pot	CYP2C19 activ	Lung fibro prol	CYP2C19 inh	Mac1 fbg enh	H69AR growth 86K	ERa coact inh	CD11b adhes inh
CCOC(=O)N1CCN(CCC(=O)Nc2ccc(Br)cc2)CC1	96	90	0.1	102	92*	-2	92	-7	2
CCOC(=O)CCCNC(=O)CN1C(=O)NC(CCc2ccccc2)C1=O (stereo not drawn)	99	114	1	85	-3	-4	89	-9	0
CCCN(CCC)C(=O)Cn1c(=O)n(CCCCC(=O)NCc2ccco2)c(=O)c2ccccc21	88	114[fluorescence artefact?]	0.7	95	30	0	83	-1[fluorescence artefact?]	-2

Next section
SMILES | HUVEC prolif 384 | ERa coact pot | CYP2C19 activ | Lung fibro prol | CYP2C19 inh | Mac1 fbg enh | H69AR growth 86K | ERa coact inh | CD11b adhes inh
Cc1cc(C)n2c(Nc3ccc4c(c3)OCCO4)c(-c3ccccc3)nc2n1 | 93 | 75 | 0.6 | 92 | 36 | -1 | 79 | 1 | 0
COc1ccc(NC(=S)N2N=CCC2c2ccccc2)cc1 (stereo not drawn) | 95 | 118 | 0.6 | 89 | 42 | 2 | 111 | -9 | 5
Cn1c(=O)[nH]c(=O)c2c1ncn2CCCc1ccccc1 | 94 | 112 | · | 94 | · | · | 99 | 0 | ·
COc1ccc(OC)c(-c2nnc(NC(=O)C(C)Sc3nncn3C)s2)c1 (stereo not drawn) | 87 | 99 | 0.9 | 100 | 6 | -2 | 80 | -1 | 9
O=C(c1cccc(N2C(=O)C3CC=CCC3C2=O)c1)N1CCCCCC1 (stereo not drawn) | 92 | 98[fluorescence artefact?] | · | 104 | · | · | 95 | 15[fluorescence artefact?] | ·
CSCCC(NC(=O)c1cc(C)oc1C)C(=O)O (stereo not drawn) | 93 | 88 | 1.1 | 102 | -11 | -5 | 79 | -2 | -6
CCCNC(=O)CCC(=O)Nc1ncc(-c2ccc(C)cc2)n1C | 91 | 108 | 0.9 | 96 | 13 | -1 | 89 | -6 | -8
Cc1oc(/N=C/c2c(O)ccc3ccccc23)c(C#N)c1C | 89 | 134 | 0.9 | · | 7 | 3 | 87 | 10 | 2
O=C(O)C1[C@H]2C(=O)N(Cc3cccs3)C[C@]23C=C[C@H]1O3 (stereo partly drawn) | 91 | 115 | 1.3 | 100 | -26 | 1 | 102 | -1 | 1
CS(=O)(=O)N(CC(=O)N1CCCC1)c1ccc2c(c1)OCCO2 | 113 | 101 | 0.8 | 98 | 23 | -2 | 98 | 0 | -2
CCOC(=O)c1cc(C)sc1NC(=S)Nc1ccccc1 | 96 | 100 | 0.9 | 94 | 10 | -1 | 80 | 15 | -9
Cn1cc(C(CC(=O)O)C(=O)O)c2ccccc21 (stereo not drawn) | 89 | 94 | 0.9 | 91 | 11 | -5 | 89 | -7 | 6
FC(F)C(F)(F)C1=CC(c2ccccc2)=NCCN1 | 86 | 108 | 1.1 | 97 | -10 | -2 | 106 | -3 | -9
COC(=O)Nc1ccc(C)c2nsnc12 | 100 | 125 | 1 | 100 | -4 | -5 | 97 | -1 | 1
COc1ccc(C(=O)c2ccc(N(C)C)cc2)c2ccccc12 | 40 | 80 | · | 59 | · | · | 27* | 8[fluorescence artefact?] | ·
Cc1nc(/C=[N+](\[O-])C(C)(C)/C=N/O)n(O)c1C | 110 | 114 | 1.2 | 104 | -20 | -1 | 98 | -5 | 41
C/C(=C\c1ccccc1)CN1CCN(c2ccccc2)CC1 | 101 | 109 | · | 105 | · | · | 94 | -2 | ·
COC(=O)CNS(=O)(=O)c1ccc(OC)cc1 | 102 | 117 | 0.9 | 104 | 10 | · | 92 | -2 | ·
COc1cc(NC(=O)c2ccc3c(=O)n(Cc4ccco4)c(=S)[nH]c3c2)cc(OC)c1OC | 50 | 148[fluorescence artefact?] | 1 | 106 | -4 | 0 | 50 | 19[fluorescence artefact?] | -2
CCOC(=O)c1c(-c2ccc(C)cc2C)csc1NC(=O)CSc1nnnn1C | 68 | 79[fluorescence artefact?] | 0.7 | 81 | 27 | 1 | 66 | 10 | 5
CCSc1nc(-c2ccco2)ccc1C#N | 87 | 92[fluorescence artefact?] | 1 | 91 | -1 | -2 | 78 | 3 | -7
O=C(CN(Cc1ccc2c(c1)OCO2)C(=O)CSc1nc2ccccc2o1)NC1CCCCC1 | 98 | 100 | 0 | 100 | 98* | -1 | 47 | 5[fluorescence artefact?] | 0
CC1CC1C(=O)OCC(=O)NC(=O)NCc1ccco1 (stereo not drawn) | 88 | 86 | 0.9 | 97 | 14 | -2 | 96 | 16 | 5
Cn1c(=O)[nH]c(=O)c2c1nc(N1CCNCC1)n2CCOc1ccccc1 | 91 | 94 | · | 94 | · | · | 95 | -5 | ·
CC(Sc1ccc(Cl)cc1)C(=O)Nc1ccccc1C(=O)N1CCOCC1 (stereo not drawn) | · | · | 1.1 | · | -5 | -2 | · | · | -9
Carrying on.
SMILES | HUVEC prolif 384 | ERa coact pot | CYP2C19 activ | Lung fibro prol | CYP2C19 inh | Mac1 fbg enh | H69AR growth 86K | ERa coact inh | CD11b adhes inh
CCc1ccc(NC(=O)CS(=O)CC(=O)NC(C)CCc2ccco2)cc1 (stereo not drawn) | 96 | 107 | · | 105 | · | · | 100 | -30 | ·
COc1ccc(/C=N/NC(=O)c2nc(Cl)c(Cl)c(N)c2Cl)cc1COc1ccccc1F | · | · | 0.4 | · | 62* | 64 | · | · | -18
COc1ccc(N2C(=O)CC(N3CCN(c4ccc(S(=O)(=O)N5CCCC5)cc4)CC3)C2=O)cc1 (stereo not drawn) | 92 | 98 | 1 | 93 | 4 | 4 | 86 | 2 | -3
CCCCn1c(SCC(=O)c2ccc(OCC)cc2)nc2cc(S(N)(=O)=O)ccc21 | · | · | 0.9 | · | 6 | -4 | · | · | -4
Cc1ccc(CNC(=O)C2CCCN(Cc3cnn(-c4ccccc4)c3-n3cccc3)C2)cc1 (stereo not drawn) | · | · | 0.8 | · | 20 | -2 | · | · | 8
CC1CCCN(C(=O)CSc2nnc(-c3ccc(S(=O)(=O)N4CCOCC4)cc3)n2C)C1 (stereo not drawn) | 95 | 103 | 0.9 | 95 | 9 | -5 | 89 | 1 | -10

Some of the entries above in a different format.
| smiles | HUVEC prolif 384 | ERa coact pot | CYP2C19 activ | Lung fibro prol | CYP2C19 inh | Mac1 fbg enh | H69AR growth 86K | ERa coact inh | CD11b adhes inh |
| --- | --- | --- | --- | --- | --- | --- | --- | --- | --- |
| CCCCn1c(SCC(=O)c2ccc(OCC)cc2)nc2cc(S(N)(=O)=O)ccc21 | · | · | 0.9 | · | 6 | -4 | · | · | -4 |
| COc1ccc(N2C(=O)CC(N3CCN(c4ccc(S(=O)(=O)N5CCCC5)cc4)CC3)C2=O)cc1 (stereo not drawn) | 92 | 98 | 1 | 93 | 4 | 4 | 86 | 2 | -3 |

Limited to H69AR growth 86K, ERa coact inh and CYP2C19 activ, for 3 of the compounds above:
Structure	H69AR growth 86K	ERa coact inh	CYP2C19 activ
COc1ccc(/C=N/NC(=O)c2nc(Cl)c(Cl)c(N)c2Cl)cc1COc1ccccc1F	·	·	0.4
COc1ccc(N2C(=O)CC(N3CCN(c4ccc(S(=O)(=O)N5CCCC5)cc4)CC3)C2=O)cc1 (stereo not drawn)	86	2	1
CCCCn1c(SCC(=O)c2ccc(OCC)cc2)nc2cc(S(N)(=O)=O)ccc21	·	·	0.9
